# High-throughput results as filed in PubChem BioAssay.
# HTT cytoprotect: qHTS Multiplex Assay to Identify Dual Action Probes in a Cell Model of Huntington: Cytoprotection (ATP). PC12 HTT-Q103 induced, cytoprotection, ATP luminescence, 40 h. Potency, µM (top dose mostly 56.4 µM), without a hit: cytoprotection (ATP increase), most hits filed as activators. 230,000 compounds, 0.14% hits;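 also: % of control where 0% means no effect; nearly all actives have a fitted effect of over 45% in size; toxic huntingtin expression switched on by the ecdysone agonist tebufenozide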
#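 Stable PC12 Q103-GFP cells in serum-supplemented, phenol red-free DMEM; induction by tebufenozide at 100 nM final; compound dose series; cell viability quantified luminescently from ATP.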
# ALDH1A1 inh: qHTS Assay for Inhibitors of Aldehyde Dehydrogenase 1 (ALDH1A1). Aldehyde dehydrogenase 1A1 (Homo sapiens), P00352. Purified ALDH1A1, NADH fluorescence, propionaldehyde substrate. Potency, µM (top dose mostly 75.3 µM), for inactives: at the highest dose activity, negative = inhibition, usual class: inhibitors. 220,000 compounds, 7.3% hits; active = well fitted inhibition curve with a large enough effect, not every such curve was filed as active; inconclusive = small, poorly fitted or top-dose-only effect, or another doubt; inactive = no such curve, though single readings can be large or run the other way;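 also: plate controls were no enzyme wells and a reference inhibitor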
# Target sequence (P00352 whole entry, looked up): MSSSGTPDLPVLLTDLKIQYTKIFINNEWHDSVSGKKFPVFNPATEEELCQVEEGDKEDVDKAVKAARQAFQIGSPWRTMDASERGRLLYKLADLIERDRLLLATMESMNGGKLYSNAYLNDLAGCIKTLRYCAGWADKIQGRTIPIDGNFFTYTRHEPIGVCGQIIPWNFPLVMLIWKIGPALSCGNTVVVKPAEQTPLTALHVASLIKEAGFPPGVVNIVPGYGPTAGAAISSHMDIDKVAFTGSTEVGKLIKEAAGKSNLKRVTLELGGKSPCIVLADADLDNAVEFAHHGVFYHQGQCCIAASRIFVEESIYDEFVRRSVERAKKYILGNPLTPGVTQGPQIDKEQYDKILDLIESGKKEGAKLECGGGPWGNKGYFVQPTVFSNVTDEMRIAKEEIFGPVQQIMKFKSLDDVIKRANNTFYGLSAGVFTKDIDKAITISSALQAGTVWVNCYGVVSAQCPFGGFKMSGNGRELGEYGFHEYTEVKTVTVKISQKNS
# Tau FP inhib: qHTS for Inhibitors of Tau Fibril Formation, Fluorescence Polarization; K18 P301L tau heparin fibrillization, Alexa594 FP, 6 h; Potency, µM (highest dose often 57.7 µM), for inactives: top-dose activity, negative = inhibition, hits mostly inhibitors; AID 1468, 2008; 280,000 compounds, 0.39% hits; also: % is scaled to controls: 0 for no effect and ±100 for the full control effect; nearly all actives have a fitted effect of over 55% in size
# Target sequence (P10636 561-689 P618L limits assumed): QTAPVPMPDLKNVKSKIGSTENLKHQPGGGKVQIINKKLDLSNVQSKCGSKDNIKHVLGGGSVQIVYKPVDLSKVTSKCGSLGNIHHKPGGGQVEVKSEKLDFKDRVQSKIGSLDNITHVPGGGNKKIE
#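 Human tau K18 […] P301L fragment, 15 uM unlabeled plus 0.24 uM Alexa 594-labeled tau (final), with compound and 20 uM heparin in 100 mM sodium acetate pH 7; 6 hr at 37 C, then Alexa 594 FP read.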
# JMJD2E inh: qHTS Assay for Inhibitors of Human Jumonji Domain Containing 2E (JMJD2E). Lysine-specific demethylase 4E (Homo sapiens), B2RXH2. JMJD2E catalytic domain, FDH-coupled NADH fluorescence (FDH is formaldehyde dehydrogenase). Potency, µM (top dose mostly 57.1 µM), for the others: at the top dose activity change, negative = inhibition, usual class: inhibitors. 230,000 compounds, 1.6% hits. AID 2147, 2009; active = well fitted inhibition curve with a large enough effect, not every such curve was filed as active; inconclusive = small, poorly fitted or top-dose-only effect, or another doubt; inactive = no such curve, though single readings can be large or run the other way;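 also: 0% = wells with enzyme and -100% = buffer wells without enzyme; nearly all actives have a fitted effect of over 50% in size; many of its hits are not listed in these tables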
# Target sequence (B2RXH2 1-337 limits assumed): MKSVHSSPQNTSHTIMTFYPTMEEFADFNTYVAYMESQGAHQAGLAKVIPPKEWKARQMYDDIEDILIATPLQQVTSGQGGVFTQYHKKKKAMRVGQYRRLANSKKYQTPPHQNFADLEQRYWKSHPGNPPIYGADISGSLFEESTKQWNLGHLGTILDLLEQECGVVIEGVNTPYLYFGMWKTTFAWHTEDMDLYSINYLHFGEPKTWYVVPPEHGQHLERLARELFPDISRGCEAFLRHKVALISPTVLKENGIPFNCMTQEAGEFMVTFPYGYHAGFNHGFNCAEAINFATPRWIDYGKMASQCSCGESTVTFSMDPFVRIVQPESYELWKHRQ
# Tau fluor cs: Counterscreen qHTS for Inhibitors of Tau Fibril Formation, Fluorescence Polarization | tau K18 P301L Alexa594 fluorescence, heparin fibrillization | Potency, µM (doses to about 57.7 µM), without a hit: at the top dose activity change, negative = decrease | 280,000 compounds, 0.93% hits | AID 1463, 2008; also: % is scaled to controls: 0 for no effect and ±100 for the full control effect; nearly all actives have a fitted effect of over 55% in size
#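 Human K18 P301L tau (15 uM unlabeled plus 0.24 uM Alexa 594-labeled, final) in 100 mM sodium acetate pH 7 was mixed with compound and 20 uM heparin and incubated 6 hr at 37 C.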
# HttQ103 aggreg: qHTS Multiplex Assay to Identify Dual Action Probes in a Cell Model of Huntington: Aggregate Formation (GFP). PC12 HttQ103-GFP aggregates, Acumen cytometry, 40 h. Potency, µM (series often up to 46.1 µM), for the others: top-dose activity change, negative = inhibition, usual class: inhibitors. 220,000 compounds, 1.1% hits; also: % is scaled to controls: 0 for no effect and ±100 for the full control effect; nearly all actives have a fitted effect of over 60% in size
#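 Read-out: GFP aggregate count by laser scanning cytometer (488 nm excitation, 500-530 nm emission, 1–25 µm objects >6 SD above background). Cells: PC12, inducible HTTex1-Q103-GFP, 100 nM tebufenozide; compounds titrated.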
# SMN2 splice enh: qHTS Assay for Enhancers of SMN2 Splice Variant Expression | Potency, µM (top dose mostly 46.1 µM), for the others: at the top dose activity change, positive = activation, usual class: activators | AID 1458, 2008 | 210,000 compounds, 2.8% hits | HEK293 SMN2-luciferase splicing reporter, luminescence, 30-36 h; also: % of control where 0% means no effect; nearly all actives have a fitted effect of over 55% in size
#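 HEK293 cells carry an SMN2 […]–luciferase reporter in which exon 7 inclusion puts luciferase in frame. Cells were plated 10-12 h before compound addition, then incubated 30-36 h at 37C. ONE-Glo luminescence was read; sodium butyrate at 4.5 mM final served as control.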
# Tau ThT inhib: qHTS for Inhibitors of Tau Fibril Formation, Thioflavin T Binding. Potency, µM (top dose mostly 57.4 µM), for the others: top-dose activity, negative = inhibition, usual class: inhibitors. AID 1460, 2008. recombinant tau K18 P301L (four-repeat tau fragment), heparin-induced fibrillization, ThT fluorescence. Microtubule-associated protein tau (Homo sapiens), P10636. 270,000 compounds, 2.1% hits; also: % is scaled to controls: 0 for no effect and ±100 for the full control effect; nearly all actives have a fitted effect of over 55% in size
#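 Tau K18 P301L fragment (15 uM unlabeled plus 0.24 uM Alexa 594-labeled) in 100 mM sodium acetate pH 7 with compound, fibrillization induced by 20 uM heparin for 6 hr at 37 C. Thioflavin T (30 uM) added, fluorescence read after 1 hr (ex 450, em 510 nm).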
# * hit, by the source's call; ? = inconclusive; . = not tested or not shown; & = joins results of further samples; [ ] = remark or other dose. Unless noted, calls follow the shape of the dose curve; as a rule, active = well fitted curve in the direction sought with a large enough effect; inconclusive = small, poorly fitted or top-dose-only effect, or another doubt; inactive = no such curve, though single readings can be large; an effect the other way counts as inactive or inconclusive. Potency is read from the fitted curve at half-maximal effect. Some of the compounds tested (hit frequency here may not be typical).
SMILES,HTT cytoprotect,ALDH1A1 inh,Tau FP inhib,JMJD2E inh,Tau fluor cs,HttQ103 aggreg,SMN2 splice enh,Tau ThT inhib
CC(C(=O)N1CCN(Cc2ccccc2)CC1)c1ccc([N+](=O)[O-])cc1 (stereo unspecified),-6.7%[10 µM],.,2.0%,-4.4%,-25.1%,-2.7%[9.22 µM],.,.
CS(=O)(=O)Nc1ccc(S(=O)(=O)NC2CCCCC2)cc1,3.0%[10 µM],?,-8.0%,0.8%,-1.0%,20.4%[9.22 µM],.,4.2%
Cc1ccc(/C=C2/CCc3c([nH]c4ccccc34)C2=O)cc1,-32.9%,15.5%,1.2%,5.7%,-14.1%,-15.4%,6.31µM*,?
COC(=O)c1ccc(C(NC(=O)OCc2ccccc2)/C(=C/[C@@H](C)C(=O)NCc2cccnc2)c2cccnc2)cc1 (stereo partly specified),-40.0%[inhibitor],9.4%,-10.3%,8.2%,-6.6%,.,-9.1%,-0.9%
CCc1ccc(Nc2c([N+](=O)[O-])c(=O)oc3ccccc23)cc1,22.3%[10 µM],.,-2.0%,4.5%,-17.3%,12.4%[9.22 µM],.,?
Cc1ccc(S(=O)(=O)N2CCOCC2)cc1C(=O)Nc1c(C)n(C)n(-c2ccccc2)c1=O,-3.0%,4.7%,5.3%,5.6%,-1.7%,-11.2%,-6.4%,-3.0%
CCOc1ccc(CCNC(=O)Cn2nc(CC)n3c(cc4ccccc43)c2=O)cc1,.,.,-3.1%,.,3.2%,.,-4.9%,2.9%
CCOC(=O)c1ccc(NC(=O)c2c(-c3c(F)cccc3Cl)noc2C)cc1,.,.,-13.7%,.,?,.,5.8%,-12.4%
COc1ccc(C(CNC(=O)c2ccc(S(=O)(=O)N3CCCC3)cc2)N(C)C)cc1OC (stereo unspecified),.,?,5.4%,-11.8%,4.4%,-2.5%,13.6%,0.6%
O=P(O)(O)CP(=O)(O)O,-1.1%[10 µM],4.4%,9.6%,0.355µM*,-11.9%,-4.0%,5.2%,-10.9%
O=S(=O)(Nc1ccccc1)c1ccc(-c2csnn2)cc1,-5.9%[10 µM],-15.2%,-14.9%,4.3%,?,3.8%[9.22 µM],.,-8.6%
Cc1ccc(CC(=O)Nc2cc([N+](=O)[O-])ccc2F)cc1,4.1%[10 µM],8.5%,-0.8%,8.7%,-0.3%,3.1%[9.22 µM],-3.3%,-2.3%
CNC(=S)N/N=C/c1c(C)nn(-c2ccc(F)cc2)c1Cl,8.2%[10 µM],-12.1%,4.6%,7.0%,4.0%,10.7%,10.9%,-4.0%
O=S(=O)(Nc1ccc(Cc2ccncc2)cc1)N1CCCC1,-3.6%,3.2%,6.6%,6.4%,2.4%,-16.6%,-11.9%,-10.1%
CCCC1(CCC)NC(=O)N(CC(=O)Nc2cccc(OC)c2)C1=O,-2.0%,0.4%,2.2%,6.8%,1.2%,0.4%,1.1%,3.2%
Oc1cccc(C(Nc2ccccn2)c2ccc3cccnc3c2O)c1Cl (stereo unspecified),.,.,-9.2%,.,?,.,-8.3%,?
Cc1cccc(C)c1N/C=C/c1onc(C)c1[N+](=O)[O-],-13.4%,6.4%,-0.2%,5.0%,0.8%,-3.7%,-0.9%,3.8%
c1ccc(COC(CN2CCCCCC2)CN2CCCCCC2)cc1,8.0%[10 µM],.,-4.4%,-2.5%,-2.3%,-2.9%[9.22 µM],.,0.2%
O=C(NC1CCCCC1)N(Cc1nc2ccccc2c(=O)[nH]1)C1CCCCC1,-24.5%[10 µM],?,-0.9%,?,-6.7%,24.8%,-2.6%,-0.3%
O=C(CC(=O)NN=C1CCCCCC1)NCc1cccnc1,-41.0%[inhibitor],?,1.6%,74.6%[activator],4.8%,-11.1%,11.5%,0.0%
Cc1ccc2c(CC(=O)Nc3cccc(Cl)c3C)coc2c1,.,.,-8.2%,.,5.0%,.,-2.0%,7.1%
COc1ccc(C2/C=C\CN(C(=O)c3ccc(C)cc3)[C@H](Cc3ccccc3)C(=O)N2Cc2ccc(F)cc2)cc1 (stereo partly specified),1.6%[10 µM],.,-5.4%,-11.4%,-3.6%,15.0%[9.22 µM],.,-10.1%
C1=CC2CC1CC2CNCc1ccco1 (stereo unspecified),-9.9%[10 µM],4.2%,3.4%,-0.1%,1.8%,-24.5%,3.9%,-5.0%
Cc1ccc(-n2nc3c([n+]2[O-])CCc2nonc2-3)cc1,.,?,-1.1%,6.6%,9.7%,.,10.9%,2.8%
Brc1ccc(C2NCCS2)cc1 (stereo unspecified),-5.6%,7.5%,?,-7.3%,-14.5%,-3.7%,-9.7%,?
# (more compounds)
SMILES,HTT cytoprotect,ALDH1A1 inh,Tau FP inhib,JMJD2E inh,Tau fluor cs,HttQ103 aggreg,SMN2 splice enh,Tau ThT inhib
O=C(CN1C(=O)NC2(CCCCCCC2)C1=O)NC(=O)NCc1ccco1,-9.2%,1.1%,-1.0%,1.9%,-1.9%,-8.0%,3.6%,-15.2%
COc1cc(NC(=O)CN(c2ccc(C)cc2)S(=O)(=O)c2cccc3nonc23)cc(OC)c1,.,.,2.1%,.,?,.,5.8%,-5.9%
CCOc1ccc(-c2nc(-c3ccccc3)c(-c3ccccc3)[nH]2)cc1OCC,.,.,?,.,?,.,-14.1%,-7.2%
COc1ccc(N2CC(C(=O)Nc3cccc(C)n3)CC2=O)cc1 (stereo unspecified),-8.6%[10 µM],0.8%,-1.3%,1.5%,-6.3%,7.1%[9.22 µM],.,-3.5%
O=C(Cc1cccs1)NCC1CCCO1 (stereo unspecified),-3.2%,5.4%,5.0%,-0.2%,10.6%,-10.1%[9.22 µM],8.0%,-3.0%
CC(C)N(C(=O)c1cc2c(Cl)nc3ccccc3c2s1)C1CCCCC1,.,.,-11.2%,.,-20.8%,.,6.2%,?
COc1ccc(-n2cnc3sc(-c4ccccc4)cc3c2=O)cc1,9.5%,1.1%,-2.5%,?,-11.3%,32.3%,6.31µM*,-14.5%
O=C1C2C3C=CC(C3)C2C(=O)N1CCCCN1C(=O)C2C3C=CC(C3)C2C1=O (stereo unspecified),11.3%,?,2.1%,-10.7%,3.3%,-5.2%,4.9%,-4.4%
CC12CCC(=O)N1C(C(=O)OCC(=O)Nc1cccc(Br)c1)CS2 (stereo unspecified),7.3%,-3.5%,4.4%,1.5%,-8.0%,-12.1%,-9.7%,-4.0%
O=C(CC(=O)N/N=C/c1ccccc1)NCc1ccccc1,.,-0.5%,-2.2%,6.6%,-4.5%,.,-6.0%,-6.2%
CC(C)NS(=O)(=O)c1ccc(N2C(=O)c3ccccc3C2=O)cc1,-10.1%,0.0%,4.6%,7.3%,-1.7%,27.8%,6.0%,-4.0%
O=C(Nc1ccc(OC(F)(F)F)cc1)c1cc2c(=O)n3ccccc3nc2s1,.,.,-5.8%,.,-5.0%,.,4.2%,-3.9%
NC(=O)c1ccc(/C(N)=N/S(=O)(=O)c2cc(C(F)(F)F)cc(C(F)(F)F)c2)cc1,5.7%[10 µM],.,3.2%,-14.5%,2.8%,-11.9%[9.22 µM],.,10.4%
O=C(Nc1ccccn1)c1cccnc1,-8.9%[10 µM],3.3%,-5.4%,-0.3%,-4.1%,-0.1%,22.8%,-6.1%
CCOc1ccccc1NC(=S)N1C2CCC1CC(NC(=O)NC13CC4CC(CC(C4)C1)C3)C2 (stereo unspecified),-43.8%[inhibitor],-0.7%,3.6%,10.3%,-15.6%,-4.3%,-9.3%,-12.8%
CCOC(=O)c1c(NC(=O)c2ccc(C)c(C)c2)sc2c1CCCCC2,.,.,-9.0%,.,-15.6%,.,-8.8%,-5.8%
O=S(=O)(O)CCS,17.2%&7.2%,1.0%,?,?,-14.1%,29.7%,3.0%,22.4µM*
O=C(Nc1nc2ccccc2[nH]1)c1cccc(S(=O)(=O)N2CCOCC2)c1,20.9%[10 µM],7.9%,-1.2%,?,-0.4%,-30.4%,22.4%,0.0%
CCCc1nc2ccccc2c(C(=O)OC(C)C(=O)NCc2ccc3c(c2)OCO3)c1CC (stereo unspecified),.,4.47µM*,-3.8%,0.2%,-24.4%,1.9%,-8.6%,?
COC(=O)N1[C@H](Cc2ccccc2)C=C[C@]1(C)C(=O)NCc1ccc(N(C)C)cc1,21.2%,?,10.8%,-9.8%,-10.6%,.,-2.3%,-6.6%
O=c1c2ccccc2nc(-c2ccccc2)n1CCN1CCOCC1,-9.6%,12.6µM*,7.5%,-9.4%,10.9%,14.7%,?,12.7%
O=C(CSc1nc2ccc(Cl)cc2[nH]1)NCCc1ccc(Cl)cc1,21.7%[10 µM],4.7%,-14.1%,3.8%,-29.5%,1.2%,-23.4%,3.2%
CCCc1ccc(OCC(=O)Nc2cc(S(=O)(=O)CC)ccc2O)cc1,-4.8%[10 µM],?,6.9%,-27.6%,?,-3.3%[9.22 µM],.,?

# Part of the list above in order of length of the SMILES, lowest first.
SMILES,HTT cytoprotect,ALDH1A1 inh,Tau FP inhib,JMJD2E inh,Tau fluor cs,HttQ103 aggreg,SMN2 splice enh,Tau ThT inhib
O=c1c2ccccc2nc(-c2ccccc2)n1CCN1CCOCC1,-9.6%,12.6µM*,7.5%,-9.4%,10.9%,14.7%,?,12.7%
COc1ccc(-n2cnc3sc(-c4ccccc4)cc3c2=O)cc1,9.5%,1.1%,-2.5%,?,-11.3%,32.3%,6.31µM*,-14.5%
O=C(CSc1nc2ccc(Cl)cc2[nH]1)NCCc1ccc(Cl)cc1,21.7%[10 µM],4.7%,-14.1%,3.8%,-29.5%,1.2%,-23.4%,3.2%
CC(C)NS(=O)(=O)c1ccc(N2C(=O)c3ccccc3C2=O)cc1,-10.1%,0.0%,4.6%,7.3%,-1.7%,27.8%,6.0%,-4.0%
